APJ agonist = activates the human apelin receptor APJ; activation, % at 20 µM; P35414; AID 2520; 0.11% of 330,000 active; CHO-K1 APJ PathHunter beta-arrestin, luminescence; 0% DMSO wells, 100% apelin;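 active = activation more than six SD over the plate average, tested at 20 µM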;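 also: 0% = DMSO alone and 100% = apelin-13 at 10 nM; some results filed as inactive read as strong as hits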
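Test system: CHO-K1 APJ beta-arrestin complementation cell line | Compound: Single test compound dose, 20 µM final, 1% DMSO | Incubation: Compound 90 min 25 °C, reagent 1 h | Measured by: beta-gal luminescence | Read-out basis: APJ–arrestin association signal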
CHOP UPR activ = activators of apoptotic arm of unfolded protein response (CHOP) | activation, % at 10 µM | 0.34% of 330,000 active | CHO-CHOP luciferase reporter, UPR activation, luminescence; percent of tunicamycin response over DMSO baseline;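 active = at 10 µM dose, activation of 40% or more, normalized to positive control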;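 also: 100% = tunicamycin at 10 µg/mL and 0% = DMSO alone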
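Evaluation: % reporter activation, DMSO baseline versus tunicamycin full activation; System: CHO-CHOP luciferase reporter cell line; Input: 500 cells/well; Incubation: 6 h compound treatment, 37 °C; Measured by: Steady-Glo luciferase luminescence; Dosing: one dose, 10 µM in 0.5% DMSO; Buffer or medium: F12 medium, 10% FBS; Benchmarks: positive tunicamycin 10 µg/mL, negative DMSO alone.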
APJ antagonist = antagonists of human APJ apelin receptor | inhibition, % at 20 µM | AID 2521 | CHO-K1 APJ beta-arrestin complementation, luminescence | 0.32% of 330,000 active;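 active = inhibition above about 40% at 20 µM, limit read from the data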;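 also: cells challenged with 10 nM apelin-13 agonist together with compound; plate controls were apelin-13 plus DMSO wells for no effect and DMSO wells lacking apelin-13 for full effect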
697 NFkB inh = lowers PMA/ionomycin-induced NF-kB signal in 697 B cells. 697 B-cell NF-kB luciferase reporter, 16 h. inhibition, % at 4 µM. 0.33% of 330,000 active. AID 435022; in the data active = inhibition above about 35%
tim23-1 inh = inhibits growth of tim23-1 mutant yeast; S. cerevisiae tim23-1 growth, BacTiter-Glo luminescence, 24 h; inhibition, % at 20 µM; 1.3% of 330,000 active; AID 463212;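 active = growth inhibition of the mutant yeast at or above 50%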;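 also: temperature-sensitive mutant grown at 25 °C; plate controls were DMSO-treated mutant yeast for no effect and medium wells lacking yeast for full effect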
Mdm2 MdmX PPI = disrupts the human Mdm2-MdmX interaction; O15151+Q00987; SaOS-2 split-luciferase Mdm2/MdmX complementation, luminescence; inhibition, % at 8 µM; 3% of 330,000 active; AID 485346;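 active = inhibition of at least 50% at 8 µM in the primary screen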
Target sequence (O15151 whole entry, looked up): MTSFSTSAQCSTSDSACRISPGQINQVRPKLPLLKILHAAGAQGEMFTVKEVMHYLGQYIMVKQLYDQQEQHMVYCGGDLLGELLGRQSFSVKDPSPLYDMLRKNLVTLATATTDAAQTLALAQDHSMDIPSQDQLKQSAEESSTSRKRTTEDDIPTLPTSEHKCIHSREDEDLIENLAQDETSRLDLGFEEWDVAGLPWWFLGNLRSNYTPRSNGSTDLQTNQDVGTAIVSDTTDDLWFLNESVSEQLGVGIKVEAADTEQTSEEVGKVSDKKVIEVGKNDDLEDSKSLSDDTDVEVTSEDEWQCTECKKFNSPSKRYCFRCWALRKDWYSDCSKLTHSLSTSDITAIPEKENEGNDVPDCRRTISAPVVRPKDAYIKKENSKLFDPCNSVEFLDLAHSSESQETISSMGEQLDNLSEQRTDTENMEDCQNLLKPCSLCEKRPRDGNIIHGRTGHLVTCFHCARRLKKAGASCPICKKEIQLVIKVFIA
Target sequence (Q00987 whole entry, looked up): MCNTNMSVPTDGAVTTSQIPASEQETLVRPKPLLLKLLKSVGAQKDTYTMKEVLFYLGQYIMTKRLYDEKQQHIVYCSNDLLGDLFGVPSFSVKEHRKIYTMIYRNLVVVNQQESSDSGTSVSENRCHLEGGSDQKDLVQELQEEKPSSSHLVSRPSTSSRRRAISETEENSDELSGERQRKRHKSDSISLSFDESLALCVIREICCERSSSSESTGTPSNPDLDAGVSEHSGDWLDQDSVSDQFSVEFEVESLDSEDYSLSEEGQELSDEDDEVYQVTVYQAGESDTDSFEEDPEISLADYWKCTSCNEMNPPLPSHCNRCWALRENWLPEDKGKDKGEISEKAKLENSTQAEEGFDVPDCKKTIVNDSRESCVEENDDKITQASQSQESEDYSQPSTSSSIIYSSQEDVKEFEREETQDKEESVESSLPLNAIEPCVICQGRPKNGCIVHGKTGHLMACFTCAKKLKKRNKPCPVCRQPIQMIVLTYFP
Jurkat NFkB inh = inhibitors of the PMA/ionomycin-induced NF-kB reporter in Jurkat cells. inhibition, % at 4 µM. AID 435003. PMA/ionomycin-induced NF-kB luciferase reporter, luminescence. 0.53% of 330,000 active; in the data active = inhibition above about 50%
XBP1 UPR activ = activators of adaptive arm of unfolded protein response (XBP1). CHO-XBP1 luciferase reporter, IRE1-XBP1 UPR activation, luminescence; percent of tunicamycin response, DMSO as zero. activation, % at 20 µM. 0.33% of 330,000 active;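 active = versus positive control, 20 µM dose yields 30% or more activation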;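 also: 100% = tunicamycin at 10 µg/mL and 0% = DMSO only wells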
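Test system: CHO-XBP1 luciferase reporter cells | Buffer or medium: Serum-containing F12 medium, 10% FBS | Schedule: 6 h compound exposure at 37 °C, 5% CO2 | Detection: Steady-Glo luciferase glow luminescence, 10 min after reagent addition | Read-out basis: Activation, % of tunicamycin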
The depositor's hits bear a star.

SMILES	APJ agonist	CHOP UPR activ	APJ antagonist	697 NFkB inh	tim23-1 inh	Mdm2 MdmX PPI	Jurkat NFkB inh	XBP1 UPR activ
COc1cccc2cc(-c3csc(NC(=O)CCC(=O)NCCCN4CCC(C)CC4)n3)c(=O)oc12	-1	0.4	1	-237	14	-92	-158	-1
Cc1c(C(=O)NCCCN2CCOCC2)sc2nc(-c3ccccc3)cn12	3	1.6	-8	0	17	-14	-9	0
CSc1nnc(C2CCN(CC(=O)Nc3ccccc3N3CCOCC3)CC2)n1C(C)C	2	1.8	9	16	18	17	21	-2
COc1cccc(C2NC(=O)N(CCCC(=O)O)C(C)=C2C(=O)OCc2ccccc2)c1 (stereo not drawn)	15	2.8	-102	-5	5	9	-3	0
COC(=O)c1c(C)oc(C)c1S(=O)(=O)NCc1cccs1	2	0.4	8	10	2	-6	3	2
Cc1ccc(C(=O)COC(=O)CCNS(=O)(=O)c2ccccc2F)cc1	1	-1.8	-6	12	14	-3	0	0
CC(C)Oc1cccc(C(=O)C2CCCN(C(=O)c3ccc4c(c3)OCO4)C2)c1 (stereo not drawn)	-5	2.6	18	-4	22	17	4	-2
Cc1nc(C(=O)NCCO)cc2c1[nH]c1ccccc12	1	-2.3	2	-2	10	-34	-13	-2
C#CCOc1ccc(/C=C2/C(=O)NN(c3ccccc3)C2=O)cc1OC	1	0.6	12	18	2	11	7	-4
Cc1ccc(NC(=O)CSc2nc3ccccc3c(=O)n2CCCC(=O)NCC2CCCO2)cc1 (stereo not drawn)	2	0.5	-17	-39	-7	21	3	-4
C=CCOc1ccc(CN(C)CC(=O)Nc2ccc3c(c2)CCC3)cc1	-2	-3.3	-3	12	28	-15	13	-4
O=C(NCc1ccccn1)c1ccc2ccccc2n1	-4	1.0	3	-1	10	6	-7	1
COc1ccc(C(=O)Nc2c(N)nc[nH]c2=O)cc1	3	-1.3	4	8	10	45	4	-3
CC(=O)c1cccc(NC(=S)NCCc2ccc(Cl)cc2)c1	-2	3.5	-20	2	18	14	-21	-5
CC(C)n1nnnc1SCC(=O)N1N=C(c2cccs2)CC1c1cccs1 (stereo not drawn)	-2	2.1	34	-49	38	-124	-62	-1
COC(=O)C1CCCN1C(=O)c1cccs1 (stereo not drawn)	1	2.4	-11	3	3	2	0	-2
C[C@H]1CN([C@@H](C)CO)C(=O)c2cccc(NC(=O)Nc3ccc(C(F)(F)F)cc3)c2O[C@@H]1CN(C)C(=O)Nc1ccc(F)cc1	0	5.3	-1	19	22	42	5	6
COc1ccccc1OCCn1c(C(C)O)nc2ccccc21 (stereo not drawn)	1	2.0	-16	-5	3	-1	-25	1
O=S(=O)(Nc1ccc2nc(-c3ccco3)[nH]c2c1)c1ccccc1	0	8.5	-20	21	11	8	-17	3
O=C(Cn1cc([N+](=O)[O-])ccc1=O)NCc1ccc(Cl)cc1Cl	-3	-0.1	-10	25	9	13	11	-2
O=C(COC(=O)c1ccccc1OC(F)F)Nc1ccc(N2CCCCC2)cc1	0	1.4	-8	-15	12	2	-25	1
COc1ccc(NC(=O)COC(=O)c2cccn2C)cc1S(=O)(=O)N1CCCCC1	-3	-0.1	-7	-7	0	22	0	-4
Cc1c(NC(=O)Nc2ccc(Cl)cc2)c(=O)n(-c2ccccc2)n1C	-3	-1.3	15	10	17	-25	6	0
CCC1NC(C(=O)O)Cc2c1[nH]c1ccccc21 (stereo not drawn)	-3	-1.3	-72	14	7	4	7	1
CCOC(=O)c1cc(S(=O)(=O)NC2CCC(C)CC2)cn1C (stereo not drawn)	-1	-0.8	1	-7	27	16	0	-6
More compounds follow:
SMILES	APJ agonist	CHOP UPR activ	APJ antagonist	697 NFkB inh	tim23-1 inh	Mdm2 MdmX PPI	Jurkat NFkB inh	XBP1 UPR activ
COc1ccc(C(=O)CN2CCN(S(=O)(=O)c3cccc([N+](=O)[O-])c3)CC2)cc1OC	-1	-0.9	-14	-18	17	-21	-13	0
O=C(c1cc([N+](=O)[O-])ccc1Cl)N1c2ccccc2Sc2ccccc21	1	0.3	-42	-3	28	-27	-20	-2
O=C(c1cccs1)N1C(=O)c2cccc3cccc1c23	-1	-2.2	-1	20	22	16	-5	-1
C=CCc1cccc(/C=N/NC(=O)C(C)Nc2ccc(C)cc2)c1O (stereo not drawn)	-1	-1.2	10	7	12	70*	3	0
CC(C)=CC(=O)O[C@H]1[C@@H]2[C@H](C)C(=O)O[C@@H]2C[C@@H](C)[C@@H]2[C@@H](O)CC(=O)[C@]21C	-6	-2.8	4	10	17	-18	-26	3
CCc1ccccc1NC(=O)CSc1nnc([C@@H](NC(=O)OC(C)(C)C)C(C)CC)o1 (stereo partly drawn)	-2	-0.7	1	-5	24	-4	4	1
C[C@@H]1CN([C@@H](C)CO)C(=O)c2cc(NC(=O)Nc3ccc4c(c3)OCO4)ccc2O[C@H]1CN(C)S(=O)(=O)c1cn(C)cn1	-2	1.0	20	9	4	16	5	0
O=C(NCc1ccc(F)cc1Cl)C1CC(=O)N(C2CCCCCCC2)C1 (stereo not drawn)	3	0.7	1	3	19	-5	14	-2
CCOC(=O)c1sc(=S)n(CC)c1NC(=O)CC	-1	-1.5	16	5	3	19	14	-1
CCOc1ncccc1C(=O)OCC(=O)c1ccc(Br)s1	-7	2.2	15	-4	12	19	0	2
CCCCOC(=O)n1c(SCC(=O)N(C)C)nc2ccccc21	-1	-0.6	3	-5	11	-6	-8	0
CC(NS(=O)(=O)c1ccccc1)C1COc2ccccc2O1 (stereo not drawn)	-2	6.5	-20	-5	35	13	-1	-3
C/C(=N/NC(=O)c1cccs1)c1ccc(N2CCOCC2)cc1	1	2.6	-3	-38	2	-13	-42	0
Cc1c(C(=O)NCc2ccc(S(N)(=O)=O)cc2)oc2ccc(Cl)cc12	3	-2.2	12	-6	-3	21	11	0
COc1ccc(NC(=O)CSc2nccn2-c2cccc(OC)c2)cc1	0	0.0	25	-17	37	20	10	-2
Cc1cc(N/N=C/c2ccccc2Cl)nc(NCc2ccccc2)n1	-4	1.3	10	2	33	72*	19	1
COc1cccc(-c2nn(-c3ccccc3)cc2CN(C)C(C)c2ccon2)c1 (stereo not drawn)	2	-2.8	7	18	32	19	0	1
CC(O)CSc1nc2c(c(=O)[nH]c(=O)n2C)n1CC(O)COc1ccccc1 (stereo not drawn)	0	0.5	-3	6	0	16	-14	0
O=C(Nc1nnc(-c2ccccc2)o1)C1CCCCC1	-3	1.8	13	-11	-11	12	-16	0
C=CCOc1ccc(C(=O)CC)cc1OC	0	0.4	19	1	1	-12	0	9
COCCN(Cc1cn(C)nc1-c1ccccc1F)C(C)C	-2	-1.2	9	-3	2	-9	-14	-1
CC(C)n1cc(/C=C2\NC(=O)N(c3cccc(Cl)c3)C2=O)c2ccccc21	2	0.2	11	18	4	40	11	2
O=[N+]([O-])c1cn(Cc2ccc(Cl)cc2)cn1	-3	-1.4	14	14	-4	5	15	2
Cc1ccccc1CSc1nnc(-c2ccccn2)n1N	-5	3.3	8	-18	23	-16	-35	2
COc1cc(SC)ccc1C(=O)N(C)Cc1ccccc1	-4	-0.4	13	8	27	-11	0	-1

Looked up one by one from the entries so far (four):
SMILES	APJ agonist	CHOP UPR activ	APJ antagonist	697 NFkB inh	tim23-1 inh	Mdm2 MdmX PPI	Jurkat NFkB inh	XBP1 UPR activ
Cc1cc(N/N=C/c2ccccc2Cl)nc(NCc2ccccc2)n1	-4	1.3	10	2	33	72*	19	1
COc1ccc(NC(=O)CSc2nccn2-c2cccc(OC)c2)cc1	0	0.0	25	-17	37	20	10	-2
COc1cc(SC)ccc1C(=O)N(C)Cc1ccccc1	-4	-0.4	13	8	27	-11	0	-1
CC(C)n1cc(/C=C2\NC(=O)N(c3cccc(Cl)c3)C2=O)c2ccccc21	2	0.2	11	18	4	40	11	2

Shown as a hit in Mdm2 MdmX PPI, of those listed so far:
Molecule | APJ agonist | APJ antagonist | 697 NFkB inh | Mdm2 MdmX PPI | Jurkat NFkB inh | XBP1 UPR activ
C=CCc1cccc(/C=N/NC(=O)C(C)Nc2ccc(C)cc2)c1O (stereo not drawn) | -1 | 10 | 7 | 70* | 3 | 0
Cc1cc(N/N=C/c2ccccc2Cl)nc(NCc2ccccc2)n1 | -4 | 10 | 2 | 72* | 19 | 1

Going on with the list.
SMILES	APJ agonist	CHOP UPR activ	APJ antagonist	697 NFkB inh	tim23-1 inh	Mdm2 MdmX PPI	Jurkat NFkB inh	XBP1 UPR activ
O=S(=O)(Nc1nc(SCc2ccc(Cl)cc2)n[nH]1)c1ccccc1	-3	2.8	-1	8	20	23	-4	-2
COC(=O)[C@@H](NC(=O)NCc1ccccc1Cl)C(C)C	-2	-2.2	13	15	-7	-8	9	-1
Cc1nn(CC(=O)N2CCN(C)CC2)c(=O)c2ccccc12	2	-0.8	-2	9	1	20	9	-1
O=C(CC1SC(N2CCOCC2)=NC1=O)Nc1ccc(Cl)cc1 (stereo not drawn)	3	2.1	14	12	-9	22	2	1
CCOC(=O)N1CCN(C(=O)C2CCN(C(=O)c3ccc(C(C)(C)C)cc3)CC2)CC1	-2	2.0	20	-4	11	25	16	0
Cn1c(=O)[nH]c(=O)c2c1nc1n2CC(O)CN1c1ccccc1 (stereo not drawn)	0	-2.1	11	-13	0	-3	-22	1
Cc1occc(=O)c1O	1	0.1	-19	3	-8	-27	4	-5
c1ccc(C(c2c[nH]c3ccccc23)c2c[nH]c3ccccc23)nc1	-5	1.3	7	-16	18	-10	-25	-2
O=C(Nc1cccc(Cl)c1)c1cc(S(=O)(=O)N2CCCCC2)c[nH]1	-3	1.8	-57	14	9	33	-6	-1
O=C(CCNC(=O)c1ccc(Br)cc1)Nc1ccccc1N1CCOCC1	10	-0.1	15	2	15	18	13	0
Cc1cccc(-n2c(-c3csc(C)c3C)n[nH]c2=S)c1	-3	1.2	7	-19	28	-3	9	0
O=C(NCc1csc(-c2cccs2)n1)Nc1cccc(Cl)c1	6	0.6	-9	23	53*	7	11	2
COc1ccccc1C(=O)NC(CCSC)C(=O)N1CCN(C(C)=O)CC1 (stereo not drawn)	-1	1.3	6	5	-8	5	0	-2
Cc1cccc(C(=O)NCCc2csc(C)n2)c1	-3	3.1	4	-2	-4	7	-4	1
Nn1cc(-c2ccccc2)nc1SCC(=O)NCCN1C(=O)CSC1=O	-3	2.0	3	-16	8	0	-11	-2
CCOC(=O)c1ccc(NC(=O)CCOc2ccc(C)cc2)cc1	0	-0.2	2	18	0	13	-6	0
CSc1sc(-c2nnc(SCC(=O)Nc3ccc(Cl)cc3)n2C)c2c1C=CCC2	-1	0.8	-2	6	-10	24	-10	-3
Cc1ccc2nc(NC(=O)CN(C)S(=O)(=O)c3ccc(Br)s3)sc2c1	-4	0.9	-1	-7	18	41	-13	-1
COc1ccc(NC(=O)c2ccc3c(c2)CCN3S(=O)(=O)c2ccccc2)c(OC)c1	-10	2.5	-8	-2	23	5	9	-2
CCOC(=O)C1(Cc2ccc(Cl)cc2)CCN(C(=O)c2cc(C)nc(C)n2)CC1	-2	-1.6	6	6	10	9	-10	1
COc1cc(OC)cc(C(=O)NCCSc2c[nH]c3ccccc23)c1	2	-0.4	-12	11	23	5	3	-2
CSc1ccc(CNc2nnnn2C)cc1	-3	0.3	-5	4	8	16	12	0
COC(=O)c1cccc(C(=O)N2CCCC(CCC(=O)N(C)CCc3ccccn3)C2)c1 (stereo not drawn)	-6	-0.8	8	1	-1	2	-7	-3
COc1ccc(C(NCC(=O)NC(C)c2ccc(Cl)cc2)c2ccccc2)cc1 (stereo not drawn)	-3	-0.6	-17	-12	35	-4	-6	-6
